PrPC surface inh = reduces human prion protein on the cell surface; P04156; cell surface PrPC, TR-FRET read-out; inhibition, % at 13.8 µM; 370,000 compounds, 0.43% hits; in the data active means inhibition above about 24%; further: 0% = median of the test wells and 100% = reference compound wells
UGM FP inh = blocks M. tuberculosis UGM enzyme | P9WIQ1 | purified UGM, fluorescence polarization probe displacement | inhibition, % at 10 µM | 320,000 compounds, 0.06% hits; in the data active means inhibition above about 10%, passing the limit was not always enough; inconclusive means no clear call, values can overlap the other calls
Target sequence (P9WIQ1 whole entry, looked up): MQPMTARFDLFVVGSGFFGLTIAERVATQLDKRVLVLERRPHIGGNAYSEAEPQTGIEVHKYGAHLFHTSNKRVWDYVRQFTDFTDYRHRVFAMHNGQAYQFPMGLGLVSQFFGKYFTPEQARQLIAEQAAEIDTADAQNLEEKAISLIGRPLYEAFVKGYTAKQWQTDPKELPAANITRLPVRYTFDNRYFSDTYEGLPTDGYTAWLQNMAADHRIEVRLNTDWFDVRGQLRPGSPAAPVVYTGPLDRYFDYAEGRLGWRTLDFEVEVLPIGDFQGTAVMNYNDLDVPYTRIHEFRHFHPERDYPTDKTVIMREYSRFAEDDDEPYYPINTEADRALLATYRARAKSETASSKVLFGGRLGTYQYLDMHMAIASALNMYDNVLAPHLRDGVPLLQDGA
BoNT A protease = blocks Botulinum neurotoxin A light chain protease | inhibition, % at 10 µM | 360,000 compounds, 0.17% hits | multiplex microsphere protease substrate cleavage, flow cytometry; in the data active means inhibition above about 30%; inconclusive means no clear call, values can overlap the other calls; further: plate controls were buffer without enzyme for full effect and enzyme alone for no effect
GDH-TPI counter = counter-screen for M. tuberculosis FBA inhibitors: GDH-TPI coupled enzymes | inhibition, % at 4.8 µM | 360,000 compounds, 1.2% hits | GDH-TPI coupled enzyme counterscreen, NADH absorbance | AID 588335;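 further: 0% = DMSO wells and 100% = wells lacking the enzyme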
BoNT F protease = BoNT F light chain protease inhibition. Multiplex microsphere protease cleavage assay, flow cytometry. inhibition, % at 10 µM. 360,000 compounds, 0.22% hits. AID 588497; in the data active means inhibition above about 35%, passing the limit was not always enough; inconclusive means no clear call, values can overlap the other calls; further: plate controls were buffer without enzyme for full effect and enzyme alone for no effect
CCHFV vOTU inh = CCHFV vOTU protease inhibition. Pep-AMC fluorescence. inhibition, % at 11.5 µM. 370,000 compounds, 0.55% hits; further: 0% = vehicle wells with enzyme and 100% = no enzyme wells
Mtb FBA inh = inhibitors of M. tuberculosis fructose-bisphosphate aldolase; P9WQA3; purified M. tuberculosis FBA, fluorescence read-out; inhibition, % at 1 µM; 360,000 compounds, 2.3% hits; AID 588726; in the data active means inhibition above about 27%;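 further: 0% = vehicle and 100% = reference inhibitor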
Target sequence (P9WQA3 whole entry, looked up): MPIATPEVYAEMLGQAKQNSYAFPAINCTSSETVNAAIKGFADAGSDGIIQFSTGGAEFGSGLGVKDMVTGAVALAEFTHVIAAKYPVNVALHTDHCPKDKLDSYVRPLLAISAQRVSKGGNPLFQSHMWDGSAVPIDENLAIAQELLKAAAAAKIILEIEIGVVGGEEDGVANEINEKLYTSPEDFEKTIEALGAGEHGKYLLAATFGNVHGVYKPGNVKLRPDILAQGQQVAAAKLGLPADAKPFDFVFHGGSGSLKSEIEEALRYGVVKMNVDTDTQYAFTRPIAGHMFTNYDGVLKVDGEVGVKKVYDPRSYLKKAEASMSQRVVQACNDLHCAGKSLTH
Mtb BioA inh = inhibitors of Mycobacterium tuberculosis BioA enzyme; inhibition, % at 9.99 µM; purified M. tuberculosis BioA enzyme, plate reader; 360,000 compounds, 0.096% hits; in the data active means inhibition above about 40%; inconclusive means no clear call, values can overlap the other calls
FadD28 binding = M. tuberculosis FadD28 bisubstrate binding inhibition | FadD28 bisubstrate probe binding, fluorescence polarization | inhibition, % at 12.5 µM | 360,000 compounds, 0.22% hits | AID 588549; in the data active means inhibition above about 8.5%, passing the limit was not always enough; inconclusive means no clear call, values can overlap the other calls
* marks the source's active call; other numbers are inactive results; u = inconclusive; x = no result given. Unless noted, no stated cut-off is given here; in the data, active means inhibition above about 30%; inactive means the rest.

Under each structure – CCHFV vOTU inh	FadD28 binding	GDH-TPI counter	BoNT A protease	UGM FP inh	Mtb FBA inh	BoNT F protease	Mtb BioA inh	PrPC surface inh
CCC(CC)NC(=O)c1cc(OC)c(OC)cc1[N+](=O)[O-]
 : 9	-0.6	18	-0.7	-0.8	1	-14	-1.6	-6
Cc1ccc(CNC(=O)CSc2ncccn2)cc1
 : 4	1.9	-3	-1.8	1.2	1	-36	-0.8	2
CCOC(=O)c1sc(C)c2c(=O)n(CC)nnc12
 : 0	-0.6	32*	-0.3	3.0	4	-4	x	-47
CN(C(=O)COC(=O)c1ccc(Cl)nc1)c1c(N)n(Cc2ccccc2)c(=O)[nH]c1=O
 : 13	-2.9	-4	1.6	2.7	1	-11	-1.4	-6
NNC(=O)CSc1nnc(-c2ccccc2)n1-c1ccccc1
 : 15	-3.3	4	-0.8	-2.3	-1	u	-0.2	6
Cn1c(=O)c2c(-c3ccccc3)n(C3CCCCC3)cc2n(C)c1=O
 : -10	-4.6	3	-0.2	0.0	-2	-5	-2.0	7
Cc1ccc(NC(=O)CSc2nnc(COc3ccccc3F)n2N)cc1S(=O)(=O)N1CCOCC1
 : 2	0.0	12	2.8	x	5	2	-0.1	6
CC(=O)c1cccc(NC(=O)C2C3C=CC(C4CC34)C2C(=O)O)c1 (configuration not stated)
 : 0	-2.0	7	-0.4	-0.7	6	-8	-3.2	4
COc1cc(C2C(C#N)=C(N)Oc3n[nH]c(-c4cccnc4)c32)cc(Br)c1O (configuration not stated)
 : -10	-0.7	7	-0.1	-0.7	-8	-5	1.0	-10
Cc1ccc(-n2nc(C)c3c(C)c(CCC(=O)Nc4ccc(CN5CCCC5)cc4)c(C)nc32)cc1
 : -10	-6.9	14	2.0	-3.6	14	1	x	-18
COc1cccc(CNC(=O)[C@@H]2CCCN2C(=O)[C@H]2CCCCN2C(=O)c2cccc(Cl)c2)c1
 : 2	x	x	0.6	x	x	-4	x	-3
Cc1cccc(N2C(=O)C(Oc3ccc(Cl)cc3Cl)C2C=O)c1C (configuration not stated)
 : -2	-0.4	6	0.3	0.9	2	8	x	8
CN(C)CCCN(C(=O)c1ccc(S(=O)(=O)N2CCOCC2)cc1)c1nc2cc3c(cc2s1)OCO3
 : 18	-0.1	5	1.1	-0.5	3	5	0.2	-11
O=C(c1ccco1)N1CCCC(c2nc(-c3ccc(S(=O)(=O)NCc4ccccc4)cc3)no2)C1 (configuration not stated)
 : 2	-0.5	1	2.1	1.7	5	1	x	15
CC12CCC(C(=O)N3CCN(Cc4ccccc4)CC3)(OC1=O)C2(C)C (configuration not stated)
 : -2	0.7	8	0.1	2.7	2	2	-1.2	1
Cc1nc(SCc2nc3cc(Cl)c(F)cc3[nH]2)c2oc3ccccc3c2n1
 : -3	-2.2	15	0.1	-0.8	0	3	-3.5	-2
Cc1nn(Cc2ccccc2)c(=O)n1N(C)c1ncc(C(F)(F)F)cc1Cl
 : 18	-2.4	-4	1.1	-3.1	0	13	-0.7	-2
COc1ccc(NS(=O)(=O)c2c(F)cc(F)c(Cl)c2F)cc1S(=O)(=O)N1CCCCC1
 : 19	1.0	11	-0.4	4.4	1	-5	0.5	-2
Cc1cc(=O)oc2cc(NC(=O)c3cc(F)ccc3F)ccc12
 : -9	0.0	13	-0.6	-0.6	7	6	-0.8	-1
O=C(CCC1CCCC1)N1CCN(C2CCCC2)CC1
 : 5	-1.6	2	0.3	0.9	4	14	-1.2	-10
COc1ccccc1Cn1nc(C(=O)O)c2ccccc2c1=O
 : -7	-3.0	-5	1.0	1.0	0	5	4.7	-1
N#CCc1ccc(NC(=O)c2ccc(S(=O)(=O)N3CCCC3)cc2)cc1
 : 10	-1.2	0	-0.1	-6.0	-1	-10	-0.8	2
Cn1ccnc1SCC(=O)N1CCc2ccccc21
 : -9	1.1	5	-1.1	1.7	2	5	1.3	4
O=C(Nc1ccc2c(c1)OCCO2)C1CCCN(c2ncccn2)C1 (configuration not stated)
 : 1	0.5	7	-0.3	1.1	1	3	3.8	3
Cc1ccc(Cn2nnc3c(=O)[nH]c(C(=O)NCc4ccco4)nc32)cc1
 : -18	0.1	-8	-0.6	-0.6	-1	-2	x	0
Cc1cccc(C)c1NC(=S)NCCCN1CCCC1=O
 : 4	-1.9	3	-0.1	-2.3	1	-2	x	4
O=C1NCCN1c1ncc([N+](=O)[O-])s1
 : 7	0.3	26	0.7	0.4	3	4	-3.9	-53
CCCc1cc(=O)n2nc(N3CCC(C(=O)N4CCN(c5cccc(OC)c5)CC4)CC3)sc2n1
 : 3	0.5	-5	1.3	5.1	-3	-4	-3.4	-3
COc1ccc(/C=C(/NC(=O)c2ccc(C)cc2)c2nc3ccccc3[nH]2)cc1OC
 : 3	1.4	47*	0.4	0.6	5	-12	0.7	3
COC(=O)CCSCC(=O)Nc1nnc(C)s1
 : 0	-0.5	1	0.0	-2.3	1	-5	-1.7	-3

The last 4 entries of the part before lead into the next.
Under each structure – CCHFV vOTU inh	FadD28 binding	GDH-TPI counter	BoNT A protease	UGM FP inh	Mtb FBA inh	BoNT F protease	Mtb BioA inh	PrPC surface inh
O=C1NCCN1c1ncc([N+](=O)[O-])s1
 : 7	0.3	26	0.7	0.4	3	4	-3.9	-53
CCCc1cc(=O)n2nc(N3CCC(C(=O)N4CCN(c5cccc(OC)c5)CC4)CC3)sc2n1
 : 3	0.5	-5	1.3	5.1	-3	-4	-3.4	-3
COc1ccc(/C=C(/NC(=O)c2ccc(C)cc2)c2nc3ccccc3[nH]2)cc1OC
 : 3	1.4	47*	0.4	0.6	5	-12	0.7	3
COC(=O)CCSCC(=O)Nc1nnc(C)s1
 : 0	-0.5	1	0.0	-2.3	1	-5	-1.7	-3
CC(C)(C)c1cc(C(=O)NCc2ccco2)ccn1
 : 13	-3.3	-5	-1.7	1.8	-1	-5	0.6	-3
CCOc1ccc2nc(SCC(=O)N(CCOC)c3c(N)n(Cc4ccccc4)c(=O)[nH]c3=O)[nH]c2c1
 : 0	-0.3	13	x	1.8	-1	x	x	-1
Cc1nn(-c2ccccc2)c(-c2ccccc2[N+](=O)[O-])c1CC#N
 : 11	-2.6	x	0.1	x	1	-7	x	-8
CCN1CCN(c2ncnc3scc(-c4ccc(C)cc4)c23)CC1
 : -9	-0.7	3	1.4	-2.8	5	0	-3.0	-3
COC(=O)c1cc(Br)c(=O)n(CCN2CCCC2)c1
 : 4	-5.1	15	0.5	0.5	1	-12	-2.7	-1
C/C(CC(=O)Nc1cc(C)ccn1)=N\NC(=O)c1cccc(C)c1
 : 9	-2.2	2	-0.5	0.7	7	-2	x	1
Cc1cc(N2C(=O)C(O)=C(C(=O)c3cc4ccccc4o3)C2c2ccc(Cl)cc2)no1 (configuration not stated)
 : 20	-3.8	18	1.5	-1.2	8	1	0.2	22
CCCCN(C(=O)CN1CC(C)OC(C)C1)c1c(N)n(CC(C)C)c(=O)[nH]c1=O (configuration not stated)
 : -7	-4.1	-8	-0.4	0.7	0	2	x	-1
COc1ccc(C2=NCC(=S)Nc3ccc(Cl)cc32)cc1OC
 : 1	-2.0	14	1.5	0.5	3	2	x	-5
COc1cc(NC(=O)Nc2ccccc2OC)c(OC)cc1NC(=O)CN1CCCCC1
 : -1	-1.3	2	-0.7	-0.4	2	-4	x	-1
Fc1ccccc1N1CCN(C2CCCN(Cc3ccccc3C(F)(F)F)C2)CC1 (configuration not stated)
 : -5	-0.9	-1	-5.3	-0.3	-2	9	-0.6	3
Cc1ncc(CO)c(CO)c1O
 : 2	-4.1	10	-0.3	0.4	4	-3	-0.5	5
Cc1ccc(Cn2ccc(NC(=O)c3nn(C)cc3Cl)n2)cc1
 : 2	-2.2	-5	-0.6	-2.2	-1	-2	2.0	-1
O=C1CCC/C=C\C[C@H](CC(=O)N(CCO)Cc2ccccc2)C(=O)N2CCC[C@@H]2CO1
 : -11	-0.1	5	-0.7	-1.7	0	-4	0.2	-9
COc1cc(C(C(=O)NC2CCCCC2)N(Cc2ccco2)C(=O)c2cnccn2)cc(OC)c1OC (configuration not stated)
 : -14	-1.1	4	0.7	0.4	4	1	x	5
O=C(Nc1ccncc1)c1ccc(N2CCCC2=O)cc1
 : -7	0.4	11	u	-0.6	5	u	-1.1	5
COc1ccc(-c2cc(C(=O)Nc3cc(OC)c(OC)c(OC)c3)no2)cc1
 : 11	-0.2	-1	-1.6	-0.2	-1	-10	-1.6	4
COCC(C)n1c(SCC(=O)NC2CCCCC2)nc2ccccc2c1=O (configuration not stated)
 : -8	-1.9	3	-0.6	x	0	-2	-0.2	8
CC1CN(S(=O)(=O)c2ccc(C(=O)NCCCn3ccnc3)cc2)CC(C)O1 (configuration not stated)
 : -9	x	-3	0.8	3.3	1	-11	x	-5
COC(=O)C1(S(=O)(=O)c2cccc3nsnc23)CC1
 : 4	-3.6	1	1.2	-1.0	1	-2	-1.8	-24
CCCCCN(C(=O)CCC(=O)OC(C)C(=O)c1ccc(Cl)cc1)c1c(N)n(CCCC)c(=O)[nH]c1=O (configuration not stated)
 : 14	-6.2	-3	0.3	2.5	-2	2	x	1
COc1ccc(C2N(c3ccc(C)cc3)CCN2c2ccc(C)cc2)cc1O
 : -5	-0.1	12	-0.5	-1.5	3	-6	x	7
COc1cc(/C(=C/c2ccccc2)c2ccccc2)c2c(c1)oc1ccccc12
 : -2	-0.1	23	0.0	1.4	4	2	-1.6	-1
O=C(O)/C=C/C(=O)N1CCc2ccccc21
 : -8	-0.4	1	0.3	-2.0	6	-3	x	3
Cc1nc(COC(=O)c2cc(O)c3ccccc3c2O)cs1
 : 21	0.5	4	0.1	x	3	-7	x	9
Cc1[nH]c2ccccc2c1SCC(=O)N1CCCCC1
 : 3	-1.8	-7	-0.2	-2.7	2	-5	x	-2
Cc1ccc(S(=O)(=O)NNC(=O)c2cccs2)c(C)c1
 : 5	0.3	-1	-0.6	-2.7	4	-1	0.0	3
O=C1CCCC2=C1C1c3ccccc3C(=O)N1c1ccc(C(=O)c3ccccc3)cc1N2 (configuration not stated)
 : 16	0.5	19	0.2	-1.6	-5	-1	0.6	-17
O=C(c1cccc(Br)c1)N1CCN(S(=O)(=O)N2CCOCC2)CC1
 : -4	0.1	3	0.6	1.2	1	3	x	-1
O=C(NC1CCCCCC1)c1ccc(CS(=O)(=O)Cc2ccccc2F)o1
 : 5	-0.4	7	-1.8	-0.2	-6	-3	2.9	0
COc1cccc(CC(NC(C)=O)C(=O)NC2CCN(S(=O)(=O)c3ccc(NC(C)=O)cc3)CC2)c1 (configuration not stated)
 : 16	-1.9	5	-1.9	-0.4	3	-14	x	-4

Bioassay records: PubChem, several laboratories
